IL1B NFkB pot: enhances IL-1B driven NFkB nuclear translocation. HUVEC IL-1B NFkB p65 nuclear translocation imaging. activation, % at 2 µM. hit rate 0.3% among 94,000. AID 819;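 active means activation above 40%, about the mean plus 3 SD, also judged a hit on visual image review; inconclusive means activation above 40% but not a hit on visual review; inactive means activation not above 40% and no visual hit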;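 further: percent activation is computed from the nuclear over cytoplasmic p65 intensity ratio; values of inactives mirror those of a sister screen read the other way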
Bcl-B TR3 displacers: displacers of TR3 peptide from Bcl-B, primary screen, selectivity assay for Bfl-1 inhibitor project, biochemical, fluorescence polarization; AID 748; one-dose displacement, % at 20 µM; IC50 in µM for titrated hits; FP displacement of FITC-TR3 peptide from Bcl-B; higher % means a stronger effect; hit rate 0.11% among 96,000;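 active means displacement above 50% at 20 µM plus a fluorescence interference ratio under 1.5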;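 further: plate controls were wells without compound for no effect and wells lacking Bcl-B protein for full effect; a part of the inactive calls stands beside numbers as strong as those of hits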
PLAP inhibition: inhibition of human placental alkaline phosphatase – biochemical, luminescence, HTS (AID 690) | purified PLAP, luminescent substrate; higher % means a stronger effect | one-dose inhibition, % at 20 µM; IC50 in µM for titrated hits | hit rate 0.08% among 96,000; in the data active means a potency from the dose series; inactive means the rest, 99 in 100 with inhibition below about 30%; further: strong numbers were not always called active
NFkB transloc inh: blocks IL-1B driven NFkB nuclear translocation in HUVEC cells; inhibition, % at 2 µM; hit rate 0.43% among 94,000; HUVEC IL-1B NFkB p65 nuclear translocation imaging;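 active means inhibition above about 30% together with a positive call from visual inspection of the well image, limit read from the data; inconclusive means inhibition above a set limit but visual check negative; inactive means inhibition not above a set limit, visual check negative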;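 further: nuclear over cytoplasmic p65 intensity ratio measured by imaging; 0% = IL-1B stimulated DMSO wells and 100% = unstimulated DMSO wells; values of inactives mirror those of a sister screen read the other way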
MRP resist rev: compounds reversing MRP-mediated drug resistance; hit rate 0.04% among 85,000; H69AR cells + 2 uM doxorubicin, CellTiter-Glo, 72 h; differential viability (reversal), % at 10 µM;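 active means viability drop by adding the cancer drug above about 55%, with treated viability meeting a 40% cutoff, limit read from the data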;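 further: viability without doxorubicin minus viability with 2 µM doxorubicin for each compound; larger differential means the compound sensitizes cells more to doxorubicin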
MRP resist rev cytotoxicity: further read-out of MRP resist rev, marked with its call; viability, %; H69AR cells, CellTiter-Glo, 72 h; measured here: cytotoxicity without doxorubicin
MRP resist rev with doxorubicin: also measured in MRP resist rev; calls as there; viability, %; measured here: viability with 2 uM doxorubicin; hits give low values
NFkB transloc inh cell count 2 µM: also measured in NFkB transloc inh; calls as there; cell count; measured here: cells passing quality filter;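 raw number of nuclei counted in each imaged well without normalization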
IL1B NFkB pot cell count 2 µM: also measured in IL1B NFkB pot; calls as there; cell count; measured here: cells passing quality filter
* hit, by the source's call; ? = inconclusive; / = not tested or not shown.

The first two compounds, ahead of the listing:
SMILES	IL1B NFkB pot	IL1B NFkB pot cell count 2 µM	Bcl-B TR3 displacers	PLAP inhibition	NFkB transloc inh	NFkB transloc inh cell count 2 µM	MRP resist rev	MRP resist rev cytotoxicity	MRP resist rev with doxorubicin
Cc1cc(NC(=O)CCN2C(=O)C3C4CCC(C4)C3C2=O)c(C)cc1Br (stereo unspecified)	12	131	-13%	-4%	-12	131	/	/	/
COc1ccc(CC(NC(C)=O)C(=O)N2CCN(C(=O)Nc3cccc(Cl)c3)CC2)cc1OC (stereo unspecified)	11	91	/	/	-11	91	7	92	85

This part in full, repeating the preview:
SMILES	IL1B NFkB pot	IL1B NFkB pot cell count 2 µM	Bcl-B TR3 displacers	PLAP inhibition	NFkB transloc inh	NFkB transloc inh cell count 2 µM	MRP resist rev	MRP resist rev cytotoxicity	MRP resist rev with doxorubicin
Cc1cc(NC(=O)CCN2C(=O)C3C4CCC(C4)C3C2=O)c(C)cc1Br (stereo unspecified)	12	131	-13%	-4%	-12	131	/	/	/
COc1ccc(CC(NC(C)=O)C(=O)N2CCN(C(=O)Nc3cccc(Cl)c3)CC2)cc1OC (stereo unspecified)	11	91	/	/	-11	91	7	92	85
CN1CCOc2cc(S(=O)(=O)Nc3ccc(F)cc3)ccc21	/	/	15%	-27%	/	/	-2	94	96
COc1cccc(NC(=O)CSc2nc3ccccc3c(=O)n2CCCC(=O)N2CCCC2)c1	-7	138	-4%	-28%	7	138	21	77	56
Nc1nc(-c2cccs2)cs1	-11	137	-7%	2%	11	137	-4	71	74
COc1cc(Nc2nc(-c3ccccc3)c3cc(C)ccc3n2)cc(OC)c1OC	29	130	-2%	36%	-29	130	/	/	/
Cc1ccc(-c2nn(C)c(=O)c3ccccc23)cc1CNC(=O)Cn1nc(-c2ccccc2)c2ccccc2c1=O	11	174	-17%	-10%	-11	174	-5	2	7
Cc1nn(C)c(C)c1C1Nc2ccccc2C(=O)N1O (stereo unspecified)	5	112	/	/	-5	112	-2	97	99
Cc1cccc(N2CCN(C(=O)c3cccn4c(=O)c5c(C)c(C)sc5nc34)CC2)c1C	18	197	-48%	-73%	-18	197	-15	95	111
CCOC(=O)c1ccc2ncc(C(=O)OCC)c(NCCN(C)C)c2c1	7	45	/	/	-7	45	-3	64	67
COc1ccc(Cl)cc1NC(=O)CSc1nnc(Cc2cccn2C)n1-c1ccc(F)cc1	/	/	2%	-42%	/	/	-8	97	105
O=C(CN1CCOCC1)Nc1ncccn1	-19	40	0%	17%	19	40	-5	90	95
c1ccc(-c2nc3nonc3c3nc4ccccc4n23)cc1	/	/	0%	16%	/	/	7	97	91
CC1CCCN(C(=O)C(Cc2ccccc2)n2cccc2)C1 (stereo unspecified)	2	69	4%	-9%	-2	69	14	85	71
CC(C)(C)C(=O)Nc1nc(=S)ss1	7	71	-14%	-30%	-4	170	-23	56	80
Cc1noc(C)c1S(=O)(=O)N1CCC(C(=O)NC2CCCc3ccccc32)CC1 (stereo unspecified)	-10	157	2%	14%	10	157	20	97	77
CC(/C=N/n1c(C2CCCCC2)n[nH]c1=S)=C\c1ccccc1	1	181	-4%	-22%	-1	181	/	/	/
CCCS(=O)(=O)N1CCN(C(=O)c2cccnc2)CC1	/	/	-1%	-3%	/	/	-10	89	99
N#Cc1c(-c2ccccc2)nc(SCc2nc(N)nc(N3CCCCC3)n2)[nH]c1=O	19	135	-24%	-34%	-19	135	-12	104	115
Brc1ccccc1OCCCN1CCOCC1	32	139	/	/	-32	139	2	93	91
COc1ccc(-n2nnc3c(SCC(=O)c4ccccc4)ncnc32)cc1	22	103	8%	13%	-22	103	-1	84	85
Cc1cc(-n2c(C)cc(C(=O)COc3ccc4ccc(=O)oc4c3)c2C)no1	8	114	16%	-14%	-8	114	1	79	78
CCC(=O)Nn1cnc2c(c1=O)C1(CCCCC1)Cc1ccccc1-2	4	35	5%	-12%	-4	35	7	92	86
Cc1ccc(CN2C(=O)C3CCCN3c3ccc(C#N)cc32)cc1 (stereo unspecified)	23	125	-60%	-23%	-23	125	/	/	/
CCOC(=O)C1=C(C)NC2=C(C(=O)C(C(=O)OCC)C(c3ccccc3OC)C2)C1c1ccccn1 (stereo unspecified)	0	147	-4%	-24%	0	147	10	88	77

Following part
SMILES	IL1B NFkB pot	IL1B NFkB pot cell count 2 µM	Bcl-B TR3 displacers	PLAP inhibition	NFkB transloc inh	NFkB transloc inh cell count 2 µM	MRP resist rev	MRP resist rev cytotoxicity	MRP resist rev with doxorubicin
O=c1nc(N2CCCC2)nc(Nc2ccccc2)[nH]1	10	149	-11%	-7%	-10	149	-18	65	83
Cn1c(=O)oc2cc(S(=O)(=O)N3CCCC(C(=O)N4CC=C(c5ccccc5)CC4)C3)ccc21 (stereo unspecified)	-9	141	-55%	-58%	9	141	2	94	92
Cn1cccc1Cc1nnc(SCC(=O)N2CCc3ccccc32)n1CCc1ccccc1	/	/	0%	-49%	/	/	12	86	75
COc1ccc(C)cc1NC(=O)c1cc2ccccc2cc1OCC(=O)NCc1ccco1	22	163	7%	21%	-22	163	/	/	/
Cc1cc(C(=O)Nc2nnc(-c3ccccc3)s2)no1	-2	84	-10%	-12%	2	84	12	91	79
N#CC1=C(N)Oc2n[nH]c(-c3ccccn3)c2C1c1c(F)cccc1Cl (stereo unspecified)	14	167	-1%	1%	-14	167	3	81	78
C/C(N)=C(/C#N)C(=O)CN1CCCCC1	-6	141	15%	10%	6	141	5	90	85
O=C1Nc2ccccc2C(O)(C(=O)NCc2ccc3c(c2)OCO3)N1c1ccc(Cl)c(Cl)c1 (stereo unspecified)	-4	133	4%	1%	4	133	5	95	90
O=C(CCCOc1ccccc1)N1CCN(C(=O)c2ccco2)CC1	8	190	7%	-58%	-8	190	7	97	90
O=C(Cn1nc(-c2cccc([N+](=O)[O-])c2)c2ccccc2c1=O)Nc1cccnc1	33	181	1%	-14%	-33	181	-20	67	87
CC1(C)CC(=O)C(C(C2=C(O)CC(C)(C)CC2=O)c2cccs2)C(=O)C1 (stereo unspecified)	2	127	-8%	7%	-1	180	/	/	/
CCc1cc(C(=O)OC)c(NC(=O)CCCC(=O)O)s1	-6	152	3%	-8%	6	152	12	92	80
O=C1Nc2ccccc2C12OCCO2	-15	92	-1%	6%	17	92	6	110	104
O=C(Nc1cnccn1)c1cccnc1	-5	115	0%	16%	5	115	15	97	82
O=C(CN1C(=O)NC2(CCc3ccccc32)C1=O)Nc1cc(C(F)(F)F)ccc1N1CCOCC1 (stereo unspecified)	/	/	13%	-39%	/	/	13	89	76
CSC1=NCCN1C(=O)c1cccc(C(F)(F)F)c1	-1	199	-1%	13%	1	199	-1	87	88
COC(=O)Nc1nnc(Cc2ccc(Cl)cc2)s1	-9	104	-1%	2%	9	104	0	103	103
Cc1cc(N2CCN(c3ccccc3)CC2)nc(N)n1	0	151	/	/	0	151	13	93	80
Cc1c(OCC(=O)OC(C)C)ccc2c3c(c(=O)oc12)CCC3	13	103	-8%	15%	-13	103	7	102	96
CCOC(=O)c1ccccc1NC(=O)c1ccc(N(C)S(C)(=O)=O)cc1	-8	79	-6%	10%	8	79	10	27	17
COc1ccc(-n2c(Cc3ccccc3)nnc2SCC(=O)N2CCCc3ccccc32)cc1	4	80	/	/	-4	80	4	91	87
CC1Oc2ccccc2N(CC(=O)Nc2ccc3c(c2)OCCO3)C1=O (stereo unspecified)	-14	124	7%	4%	14	124	6	103	96
CCOc1ccc(Br)cc1C1C(C(=O)OC)=C(N)Oc2cc(N(C)C)ccc21 (stereo unspecified)	26	210	-74%	-38%	-26	210	-27	25	52
CCN(CC)C(=O)N1CCN(C(=O)c2ccc(C)cn2)CC1	-1	103	-4%	-14%	1	103	-5	91	96
Cc1sc2ncn(CC(=O)NCCN3CCOCC3)c(=O)c2c1S(=O)(=O)N1CCC(C)CC1	23	208	-3%	-78%	-23	208	4	90	86

Only NFkB transloc inh cell count 2 µM and MRP resist rev cytotoxicity, for 4 of the compounds above:
structure	NFkB transloc inh cell count 2 µM	MRP resist rev cytotoxicity
O=C(CCCOc1ccccc1)N1CCN(C(=O)c2ccco2)CC1	190	97
CCOc1ccc(Br)cc1C1C(C(=O)OC)=C(N)Oc2cc(N(C)C)ccc21 (stereo unspecified)	210	25
O=c1nc(N2CCCC2)nc(Nc2ccccc2)[nH]1	149	65
CCOC(=O)c1ccccc1NC(=O)c1ccc(N(C)S(C)(=O)=O)cc1	79	27

The listing continues:
SMILES	IL1B NFkB pot	IL1B NFkB pot cell count 2 µM	Bcl-B TR3 displacers	PLAP inhibition	NFkB transloc inh	NFkB transloc inh cell count 2 µM	MRP resist rev	MRP resist rev cytotoxicity	MRP resist rev with doxorubicin
O=[N+]([O-])c1ccccc1/C=N/n1c(COc2ccccc2)n[nH]c1=S	1	205	-2%	-9%	-1	205	/	/	/
COc1ccc(CN2C(=O)CN=C2Nc2cc(C)ccc2C)cc1	22	54	-9%	2%	-22	54	-14	40	54
CC(=O)Nc1ccc(C(=O)OC2CCOC2=O)cc1 (stereo unspecified)	-5	185	1%	-8%	5	185	-2	86	88
CCc1c(C)sc(NC(=O)OC)c1C(=O)N1CCCCC1	7	101	52%	-40%	-7	101	4	102	97
Cc1ccc(C(=O)NNC(=S)NC(=O)c2ccc(Cl)cc2)cc1	2	124	-4%	-5%	-2	124	/	/	/
C=CCn1c(=O)c2c3c(sc2n2c(Nc4ccc(OC)cc4)nnc12)CCCC3	-7	181	6%	-7%	7	181	31	90	59
COc1ccc(-c2cc(C(=O)N3CCN(c4ccccc4)CC3)no2)cc1OC	-3	181	4%	-22%	3	181	-1	64	64
CCCc1ccc(OCc2nc(-c3ccc(NC(=O)c4ccco4)cc3)no2)cc1	/	/	-22%	13%	/	/	0	9	9
COc1ccc(C=O)cc1COc1ccc(Cl)cc1[N+](=O)[O-]	-6	105	-3%	15%	6	105	/	/	/
CC(=O)c1c(C)[nH]c(C(=O)OCc2nnc(-c3ccccc3)o2)c1C	?	/	-2%	13%	-42	109	16	92	77
O=C(CSc1nnnn1-c1ccc2c(c1)OCCO2)c1cccc2c1OCCO2	3	89	-3%	16%	-3	89	20	98	78
COC(=O)CSc1nnc(CNC(=O)c2ccco2)n1-c1ccc(F)cc1	13	123	5%	-16%	-13	123	3	96	93
O=C1CCC(=O)N1CNc1ccc(Oc2ccccc2)cc1	3	78	-10%	8%	-3	78	-19	79	98
COCCOC(=O)c1[nH]c2c(c1C)C(=O)CC(c1ccccc1)C2 (stereo unspecified)	-22	176	/	/	22	176	-23	39	62
O=C(CC12CC3CC(CC(C3)C1)C2)Nc1cccc2ncccc12	12	70	1%	-51%	-1	184	18	100	82
COC(=O)C1=C(C)N(c2cccc3ccccc23)C(=O)C1	1	126	-2%	-4%	-1	126	-7	84	91
O=S(=O)(Nc1ccc2c(c1)nc1n2CCOC1)c1ccc(Cl)cc1	12	137	2%	9%	-12	137	-10	85	96
Brc1ccccc1-c1nnc(CSc2nncn2-c2ccccc2)o1	16	238	-17%	-39%	-16	238	/	/	/
C#CCN(C#N)c1nc(NCC)nc(NC(C)C)n1	4	108	-13%	26%	-4	108	0	76	76
CC1CCc2sc3ncnc(N4CCOCC4)c3c2C1 (stereo unspecified)	-3	119	-7%	-49%	3	119	-17	64	81
CC(C)OC(=O)CSc1nnc(-c2ccccc2)n1N	-5	155	-2%	7%	5	155	9	103	93
O=C(O)CCN1CCc2ccccc21	-13	145	23%	-33%	13	145	-8	82	90
CC(C)c1nnc(NC(=O)Cn2nc(-c3ccc4c(c3)OCCO4)ccc2=O)s1	12	99	-12%	-20%	-12	99	6	89	84
COc1ccc(S(=O)(=O)Nc2cc(C)ccn2)cc1	3	147	-2%	22%	-3	147	14	109	95
Cc1ccc(S(=O)(=O)c2nc(S(C)(=O)=O)sc2N(C)C)cc1	20	183	-5%	-13%	-20	183	24	95	71
S=c1[nH]nc(-c2ccccc2)n1CC1CCCO1 (stereo unspecified)	11	132	-8%	-19%	-11	132	2	91	89
O=C(Cc1cccs1)Nc1ccc(-c2nnc(-c3ccccc3)o2)cc1	10	181	/	/	-10	181	/	/	/
Cc1cccc(CC2S/C(=N/c3ccccn3)NC2=O)c1 (stereo unspecified)	9	175	/	/	-9	175	-11	80	91
Cc1cc(N2CCN(c3ccc(F)cc3)CC2)nc(-c2ccccc2)n1	20	137	/	/	-20	137	20	114	94

Bioassay records deposited in PubChem by several laboratories.

A portion of the library; count on the stated rates, not on these rows.
